Compound activity: PubChem, NCI
All columns: NCI-60 one-dose screen, growth in % after 48 h at 10 µM unless noted; 100 = growth as untreated, 0 = no growth, -100 = all killed.
HL-60(TB) – HL-60(TB) leukemia cells; actives 9% (n = 78,000); AID 1794776; active = growth percent below 10
* hit, by the source's call; ! = not active in a repeat; [ ] = another dose, or the depositor's remark. Only part of the results is shown (hit frequency here may not be typical).

SMILES	HL-60(TB)
COc1cc([N+](=O)[O-])ccc1I	101
CCOC(=O)c1c(NC(=O)NC(C)(C)C)sc2c1CCCC2	114
CCOC(=O)n1cc(-c2nonc2-c2cn(C)c3ccc(Br)cc23)c2cc(Br)ccc21	103
C[C@]12CC[C@@H]3c4ccc(OCC(=O)O)cc4CC[C@H]3[C@@H]1CCC2=O	85
CC1=NC2=CC=CC3=NC(C(Cl)(Cl)Cl)=NC(=N1)N23	25
Cn1/c(=N/NC(N)=S)ccc2ccccc21	106
O=C(NC1CCCCC1)c1ccc(Cl)cc1Cl	94
CC(C)c1cc(C(=O)N2Cc3ccccc3C2)c(O)c2cnoc12	101
CO[C@]1(CO)O[C@@H](n2ccc(=O)[nH]c2=O)[C@H](F)[C@@H]1O	94
CSc1ccc(-c2cn3ccsc3n2)cc1	29
N#CC(Cc1ccccc1)c1ccc(Cl)cc1 (configuration not stated)	87
CN(C)Nc1ncnc2nc[nH]c12	90
CC1(C)N=C(N)N=C(N)N1c1cccc(CCCCc2ccc(S(=O)(=O)F)cc2Cl)c1	43
C=C(C)[C@@H]1CC[C@]2(C(=O)NCC(=O)N[C@@H](CO)C(C)C)CC[C@]3(C)[C@H](CC[C@@H]4[C@@]5(C)CCCNC(C)(C)[C@@H]5CC[C@]43C)[C@@H]12	114
Nc1nc(N)c2c(n1)NC(c1cccc(Nc3ccnc4cc(C(F)(F)F)ccc34)c1)CC(c1ccc(F)cc1)=N2 (configuration not stated)	18

Next section; the last 7 above are carried over.
SMILES	HL-60(TB)
CO[C@]1(CO)O[C@@H](n2ccc(=O)[nH]c2=O)[C@H](F)[C@@H]1O	94
CSc1ccc(-c2cn3ccsc3n2)cc1	29
N#CC(Cc1ccccc1)c1ccc(Cl)cc1 (configuration not stated)	87
CN(C)Nc1ncnc2nc[nH]c12	90
CC1(C)N=C(N)N=C(N)N1c1cccc(CCCCc2ccc(S(=O)(=O)F)cc2Cl)c1	43
C=C(C)[C@@H]1CC[C@]2(C(=O)NCC(=O)N[C@@H](CO)C(C)C)CC[C@]3(C)[C@H](CC[C@@H]4[C@@]5(C)CCCNC(C)(C)[C@@H]5CC[C@]43C)[C@@H]12	114
Nc1nc(N)c2c(n1)NC(c1cccc(Nc3ccnc4cc(C(F)(F)F)ccc34)c1)CC(c1ccc(F)cc1)=N2 (configuration not stated)	18
CNS(=O)(=O)Oc1ccc(NC(=O)C2CCCCC2)cc1	98
CCCCCCCCCCCCCCNc1nc(C=O)ncc1-c1ccc(C(F)(F)F)cc1	61
Nc1ccc(S(=O)(=O)N/N=C/c2ccccc2[N+](=O)[O-])cc1	12
COc1cccc(-c2nn(C(C)(C)C)cc2-c2ccnc(NCCNS(=O)(=O)c3ccc(C(F)(F)F)cc3)c2)c1	97
CCN1CCN(Cc2ccc(NC(=O)c3cccc(C#Cc4cccc5[nH]nc(N)c45)c3)cc2C(F)(F)F)CC1	-54*
C=C(C)[C@@H]1CC[C@]2(C)CC[C@]3(C)[C@H](CC[C@@H]4[C@@]5(C)CC[C@H](OP(=O)(OCC)OCC)C(C)(C)[C@@H]5CC[C@]43C)[C@@H]12	89
N#Cc1nnn(-c2ccc(S(N)(=O)=O)cc2)c1NCC(=O)c1ccccc1	88
O=C(Nc1ccc2c(ccn2Cc2ccccn2)c1)c1cnccn1	131
O=c1oc2ccc(Br)cc2cc1-c1csc(N=Nc2c(O)[nH]c3ccc(Cl)cc23)n1	114
N/C(=N\c1nc(-c2ccccc2)cc(=O)[nH]1)Nc1ccccc1	100
Cc1ccc(C=C2C(=O)NC(=O)NC2=O)cc1	101
CCOCc1ccco1	100
CC1=CC(C)(C)NC(=S)N1c1ccc([N+](=O)[O-])cc1	115
O=C(O)CCn1c(O)c(/C=C2/C=c3cc4c(cc3=NC2=O)OCCO4)sc1=S	93
N#CC1=C2NCCCCCNC3=C(C#N)N=C(Cc4ccccc4Cc4nc(C#N)c(o4)NCCCCCNC4=C(C#N)N=C(Cc5ccccc5CC(=N1)O2)O4)O3	85

Sorted by molar mass (high to low): part of the list above
SMILES	HL-60(TB)
CCCCCCCCCCCCCCNc1nc(C=O)ncc1-c1ccc(C(F)(F)F)cc1	61
Nc1ccc(S(=O)(=O)N/N=C/c2ccccc2[N+](=O)[O-])cc1	12
N/C(=N\c1nc(-c2ccccc2)cc(=O)[nH]1)Nc1ccccc1	100
Cc1ccc(C=C2C(=O)NC(=O)NC2=O)cc1	101

More structures follow.
SMILES	HL-60(TB)
CN(Cc1ccc([N+](=O)[O-])cc1)c1ccccc1	103
CC(=O)NC(C(C)=O)C(C)=O	107
COc1ccc(-c2cc(-c3ccc(Cl)cc3)c3sc(=O)[nH]c3n2)cc1	91
CCOC(=O)c1c(N2CCOCC2)[nH]c(=O)c(C=Nc2ccc(Cl)cc2)c1O	58
COc1ccc(Nc2nc3ccccc3s2)cc1	108
CSc1nc(-c2cccs2)c(C#N)c(-n2nc(C)cc2C)n1	91
CC(=O)Cc1ccccc1Cl	84
COC(=O)[C@@H](CCCCNC(=O)[C@]12CCC(C)(C)C[C@@H]1C1=CC[C@@H]3[C@@]4(C)CCC(=O)C(C)(C)[C@@H]4CC[C@@]3(C)[C@]1(C)CC2)NC(=O)[C@]12CCC(C)(C)C[C@@H]1C1=CC[C@@H]3[C@@]4(C)CCC(=O)C(C)(C)[C@@H]4CC[C@@]3(C)[C@]1(C)CC2	122
O=C1c2ccccc2CCC12OC2c1ccc([N+](=O)[O-])cc1 (configuration not stated)	78
COc1ccc(/C=C2\N=C(c3cccnc3)OC2=O)cc1	89
c1c(-c2cc(C3CC3)[nH]n2)n[nH]c1C1CC1	78
CC(C)N1CCc2nc3sc(C(=O)Nc4ccccc4)c(N)c3cc2C1	98
N=C1SCC(=O)N1c1ccc(NC(=O)c2ccccc2-c2ccccc2C(=O)O)cc1	65
COc1ccc(NC(=O)Cn2cc(CSc3nc4ccccc4o3)nn2)cc1	108
Cc1ccccc1C(c1ccccc1)c1ccccc1C	88
COc1ccc(S(=O)(=O)NC2c3ccccc3CC2O)cc1OC (configuration not stated)	103
CCC(/C=N/N=C(N)N)=N\N=C(N)N	107
Cc1ccc(/C=C2\CN(C(=O)OC(C)(C)C)C/C(=C\c3ccc(C)cc3)C2=O)cc1	42
N#CC(C#N)=Cc1cccc(F)c1	97
CCOC(=O)C(C(=O)OCC)(c1ccccc1)C1CCCC1	93
CN1CCN(c2ncnc3c2[nH]c2ccc(Cl)cc23)CC1	96
Cc1ccc(/C=C/C(=O)O)cc1-c1cc2c(cc1C)C(C)(C)C=CC2(C)C	95
Cc1ccc(Cc2cnc(NC(=O)CN3C(=O)/C(=C\c4ccccc4)SC3=S)s2)cc1	100
O=C1c2ccccc2C(=O)c2c(NCC(O)CN3CCOCC3)cccc21 (configuration not stated)	200
O=c1c(/C=C/c2c(O)ccc3ccccc23)nnc2sc(-c3cccc([N+](=O)[O-])c3)nn12	11
Clc1ccc(-c2cc(-c3ccc(Cl)cc3)nc(N3CCN(CCNc4ccnc5cc(Cl)ccc45)CC3)n2)cc1	92
N#CCNc1ccccc1N	95
Cc1c(C(=O)OCCO)cc(-c2ccc(Cl)cc2)n1-c1ccc(Cl)cc1	93
C=C(C)[C@H]1CC/C(C)=C/CC[C@]2(C)O[C@H]2CC/C(COC(=O)[C@@H](OC(C)=O)[C@H](NC(=O)c2ccccc2)c2ccccc2)=C\[C@@H]1O	91
Cc1c(N=Nc2ccccc2O)c(=O)[nH]c2[nH]c(=O)sc12	101
O=C1c2ccccc2C(=O)c2c1c(C(=O)NCc1ccccc1)c1ccccn21	89
N#C/C(=C\c1ccc(Cl)cc1)c1nc2ccccc2s1	69
Cc1ccccc1OCC(O)CN1CCN(c2cccc(Cl)c2)CC1 (configuration not stated)	119
CC1CCN(CCCCCOc2ccc3oc4ccccc4c(=O)c3c2)CC1	45
O=[N+]([O-])c1ccccc1N(S(=O)(=O)c1ccccc1)S(=O)(=O)c1ccccc1	5.5*!
N#Cc1cnc2ccc(-c3cnc(N)nc3)cc2c1N1CCc2cc(F)c(Cl)cc21	-12*
O=C(Cc1ccccc1)NNc1nc(Cl)nc(N2CCN(C(c3ccccc3)c3ccccc3)CC2)n1	58
O=C(CCN1CCCC1)Nc1ccc2c(Nc3ccc(Br)cc3)c3ccccc3nc2c1	-55*
CCOC(=O)c1c(C)c2c(n1Cc1ccccc1)CSc1cc(C#N)c(=O)[nH]c1-2	77[100 µM]
O=C(c1c[nH]c2ccccc12)c1n[nH]c(=S)n1Cc1ccccc1	84
CCCCCC(=O)OC1(C(C)=O)CCC2C3CCC4=CC(=O)CCC4C3CCC21C (configuration not stated)	33
COCCCNC1=C(Cl)C(=O)c2ccccc2C1=O	98
COc1cccc(C(CCc2cc(OC)c(OC)c(OC)c2)NC(C)=O)c1 (configuration not stated)	99
COc1ccc(/C=C/c2n(Cc3ccc4ccccc4c3)c3ccccc3[n+]2Cc2ccc3ccccc3c2)cc1	-5.6*
Cc1ccc(S(=O)(=O)/C(=N\O)C(=O)c2ccc3ccccc3c2)cc1	85

Reprinted from above, 2 compounds:
SMILES	HL-60(TB)
O=C1c2ccccc2C(=O)c2c1c(C(=O)NCc1ccccc1)c1ccccn21	89
N#C/C(=C\c1ccc(Cl)cc1)c1nc2ccccc2s1	69

Following part
SMILES	HL-60(TB)
Cc1c(C(=O)/C=C/Nc2ccccc2C(=O)O)sc2nc3ccccc3n12	100
COc1ccc(-c2nc(N/N=C/c3ccccc3Br)nc(N3CCOCC3)c2C#N)cc1	96
Cc1nn(-c2ccccc2)c(Oc2ccccc2)c1-c1nc2ccc(C(=O)O)cc2[nH]1	116
Cc1nn(-c2ccccc2)c(-n2ccnc2)c1/C=N/Nc1nc(-c2ccccc2)cs1	100
O=C(OCCO)N1CCN(CCO)CC1	94
COc1cccc2nc(Nc3ccc(NC(=O)c4ccc5ncccc5c4)cc3)ccc12	91
CC(N)CCc1ccc2c(c1)OCO2 (configuration not stated)	107
Oc1ccc(-c2nc3cc4nc5ccccc5[nH]c4cc3n2)cc1	87
CCOC(=O)c1c2c(c(C)n1C)-c1ncncc1CC2	97
O=C1/C(=C\c2cccn2CCCCCCn2c3ccccc3c(=O)c3ccccc32)c2ccccc2N1c1c(Cl)cccc1Cl	103
CC(=O)/C(=C\n1c(=S)[nH]c2ccccc21)C(=O)Nc1ccccc1	103
Cc1cc(C)c2c(C(=O)/C=C/c3ccc4c(c3)Sc3ccccc3N4C)cc(C(=O)c3ccc(Br)cc3)n2c1	110
COc1cc(C2CC(=O)Nc3c2cc(Br)c2ccccc32)cc(Br)c1OC (configuration not stated)	-2.1*
O=C(/C=C(/C=C/c1csc2ccccc12)OB(F)F)/C=C/c1csc2ccccc12	2.7*
COc1ccc(-c2nc3ccc(-c4nnc(SCC(=O)Nc5ccc(Cl)cc5)o4)cc3[nH]2)cc1OC	100
COc1ccc(C2CC(=O)Nc3nc(N)sc32)cc1 (configuration not stated)	93
O=P(O)(OCC(Br)CBr)OCC(Br)CBr (configuration not stated)	100
O=c1cc/c(=N\Nc2ccccc2)c(=O)/c1=N/Nc1ccccc1	138
Cc1ccc(NCC(O)C(O)C(O)CO)cc1C (configuration not stated)	77
O=C(Nc1cc(Cl)cc(Cl)c1)Nc1ccc2c(ccn2C(=O)c2cccc(F)c2)c1	96
CC(=O)Nc1cccc(Nc2c(C#N)cnc3ccc(NC(N)=O)cc23)c1	76
Clc1ccccc1Cc1cn2cc(-c3ccc(Br)cc3)nc2s1	82
